Screening data (PubChem)
PolyA inh – blocks polyadenylation in yeast reporter cells; S. cerevisiae SKY197-pL101 polyadenylation reporter, beta-gal luminescence; efflux-impaired pdr1/pdr3 knockout yeast; score 100 = 6 SD above DMSO; calls only at 12 µM; AID 1875; 0.02% of 300,000 active;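 active = lowest replicate activity score at least 50, where 100 means six control SD above control mean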;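 note: yeast exposed to compound for 9 h at 30 °C; higher score means more reporter readthrough which indicates perturbed polyadenylation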
hERG protect – hERG (human) protection from proarrhythmic block; activation (rescue from dofetilide block), less the hit threshold, % at 10 µM; Q12809; AID 1511; 0.51% of 310,000 active; CHO-hERG, FluxOR thallium flux, dofetilide IC70 present;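 active = activation above the mean of controls blocked by dofetilide plus 5 SD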;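 note: thallium influx through hERG after potassium depolarization seen as dye fluorescence rise; in these data hits start at about 4.7%; inactives centre near -7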
DYRK1A inh – blocks rat Dyrk1A kinase activity; Q63470; ADP-Glo luminescence, NFATc1 peptide; inhibition, % at 12.5 µM; 0.43% of 310,000 active; AID 504441; in the data active = inhibition above about 50%;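 note: plate controls were vehicle with enzyme for no effect and no enzyme for full effect; many of its hits are not listed in these tables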
KCNQ1 pot – human KCNQ1 channel potentiation or activation; P51787; CHO-K1 KCNQ1, thallium flux FluxOR fluorescence; stronger effect = higher value; B-score at 10 µM; 0.35% of 310,000 active;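 active = fluorescence ratio B-score, a plate-corrected score, at least three library SD, with initial intensity B-score within 5 SD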
Target sequence (P51787 whole entry, looked up): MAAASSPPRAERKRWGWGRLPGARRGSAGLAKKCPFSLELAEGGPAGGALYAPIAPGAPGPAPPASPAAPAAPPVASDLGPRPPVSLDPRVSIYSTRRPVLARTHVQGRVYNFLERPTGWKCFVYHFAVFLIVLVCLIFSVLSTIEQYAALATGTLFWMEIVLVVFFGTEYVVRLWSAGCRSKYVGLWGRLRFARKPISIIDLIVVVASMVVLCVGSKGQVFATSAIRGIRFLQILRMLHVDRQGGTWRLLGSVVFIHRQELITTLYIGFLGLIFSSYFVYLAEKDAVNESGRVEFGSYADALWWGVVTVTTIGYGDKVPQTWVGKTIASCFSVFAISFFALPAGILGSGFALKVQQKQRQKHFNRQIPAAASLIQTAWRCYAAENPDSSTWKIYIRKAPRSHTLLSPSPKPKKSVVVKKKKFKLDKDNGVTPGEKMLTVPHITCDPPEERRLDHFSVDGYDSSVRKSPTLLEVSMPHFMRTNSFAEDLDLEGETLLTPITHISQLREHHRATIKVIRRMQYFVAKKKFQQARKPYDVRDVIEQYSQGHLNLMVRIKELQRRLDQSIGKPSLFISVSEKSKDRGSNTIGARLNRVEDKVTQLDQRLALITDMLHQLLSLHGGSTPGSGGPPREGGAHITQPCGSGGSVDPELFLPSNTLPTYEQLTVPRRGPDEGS
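assay system = KCNQ1-transfected CHO-K1 cells | medium = assay buffer with matched DMSO | probe or stimulus = depolarizing K+/Tl+ stimulus, K2SO4 and Tl2SO4 each 12.5 mM in 5x stock | dosing = single dose | incubation = dye 90 min, compound 20 min, room temperature | detection = kinetic FluxOR fluorescence, 10 s baseline plus 110 s post-stimulus | evaluation = ratio B score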
KCNQ1 block – blocks the human KCNQ1 potassium channel; 1.3% of 310,000 active; P51787; AID 2642; CHO-K1 KCNQ1, FluxOR thallium flux fluorescence; stronger effect = higher value; B-score at 10 µM;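 active = compounds whose thallium flux B-score, printed positive for inhibition, exceeds three library SD while starting fluorescence stays within three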;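 note: channel opened by potassium depolarization with thallium stimulus after 20 min compound exposure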
Platelet DG rel – platelet dense granule release activity; 0.22% of 300,000 active; AID 1663; inhibition, %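 (compounds screened at 7.5 µM in platelet-rich plasma)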; human platelet-rich plasma, SFLLRN dense granule ATP release, luminescence;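 active = mean replicate score, as percent of positive control, at or above 50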
KCNK3 block – human KCNK3 channel inhibition, primary screen. CHO-KCNK3 thallium flux, FluxOR fluorescence; stronger effect = lower value. 0.84% of 340,000 active. O14649. B-score at 10 µM. AID 602410;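 active = B-score under library mean minus 4 SD, starting fluorescence ratio at most library mean plus 5 SD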;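 note: more negative B-score means stronger inhibition of thallium flux through KCNK3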
TRPC4 act – TRPC4 (mouse) channel activation; 0.49% of 310,000 active; B-score at 10 µM; HEK293 TRPC4beta/mu-opioid, Fluo4 calcium fluorescence; stronger effect = higher value; Q9QUQ5; AID 2237;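 active = B-score above 5 SD of library B-scores, and initial fluorescence ratio not above library mean plus 5 SD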;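 note: positive B-score marks a calcium rise read as TRPC4 activation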
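Assay system: HEK293 stable line with TRPC4beta plus mu-opioid receptor. Times: dye 45 min RT, read 110 s. Measured by: kinetic Fluo4 calcium fluorescence. Measure: B score of integrated ratio. Controls: assay buffer as low control, maximal DAMGO as high control.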
TRPC4 potent – allosteric potentiators of mouse TRPC4 channel | 0.42% of 310,000 active | B-score at 10 µM | HEK293 TRPC4beta/mu-opioid, DAMGO EC20, Fluo-4 Ca2+ flux; stronger effect = higher value | Q9QUQ5;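 active = B-score of calcium response area above 5 SD of library B-scores, with initial fluorescence ratio within 5 SD of library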;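 note: B-score of integrated fluorescence ratio over time as area under calcium response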
TRPC4 inh – blocks the mouse TRPC4 cation channel. Q9QUQ5. B-score at 10 µM. HEK293 TRPC4beta/mu-opioid, DAMGO-evoked Fluo4 calcium flux; stronger effect = lower value. 0.39% of 300,000 active. AID 2247;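 active = B-score over 3 SD under the library average, no early fluorescence shift, positive overall ratio signal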
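System: stable TRPC4beta/mu-opioid receptor HEK293 cells; Dosing: single-point compound dosing; Measured by: Fluo4 Ca2+ flux fluorescence; Read-out basis: per-well B score of integrated baseline-normalized Fluo4 ratio.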
KCNK9 block – inhibitors of human KCNK9 two-pore domain potassium channel; B-score at 10 µM; 1.2% of 310,000 active; AID 488922; HEK293 KCNK9, FluxOR thallium flux fluorescence; stronger effect = lower value;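 active = ratio B-score over 3 SD below the library mean, with starting fluorescence within 5 SD of its mean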;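 note: negative B-score means less thallium flux so channel inhibition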
Target sequence (Q9NPC2 whole entry, looked up, the tested form may be a part): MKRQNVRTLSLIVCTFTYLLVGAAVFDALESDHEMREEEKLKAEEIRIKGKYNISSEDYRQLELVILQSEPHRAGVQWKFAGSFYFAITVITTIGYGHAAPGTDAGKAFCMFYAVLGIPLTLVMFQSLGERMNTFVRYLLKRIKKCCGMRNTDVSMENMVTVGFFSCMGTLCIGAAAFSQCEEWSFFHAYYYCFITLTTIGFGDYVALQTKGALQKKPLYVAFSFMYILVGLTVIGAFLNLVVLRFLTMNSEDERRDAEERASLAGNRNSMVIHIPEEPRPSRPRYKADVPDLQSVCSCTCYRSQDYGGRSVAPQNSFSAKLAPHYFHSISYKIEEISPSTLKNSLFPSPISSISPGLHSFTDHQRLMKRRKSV
Starred values were filed as active, the others as inactive.

`Cc1ccc(N2C(=O)C3C4CC(=O)C(c5ccccc54)C3C2=O)cc1` (configuration not stated) gave PolyA inh inactive, hERG protect -12, DYRK1A inh 1, KCNQ1 pot inactive, KCNQ1 block inactive, Platelet DG rel 12, KCNK3 block inactive, TRPC4 act inactive, TRPC4 potent inactive, TRPC4 inh inactive and KCNK9 block inactive.
Screening CC1CC(C)CN(c2cc(N(C)CCO)c([N+](=O)[O-])c3nonc23)C1 (configuration not stated) returned PolyA inh inactive, hERG protect -10, KCNQ1 pot inactive, KCNQ1 block inactive, Platelet DG rel -1, KCNK3 block inactive, TRPC4 act inactive, TRPC4 potent inactive, TRPC4 inh inactive and KCNK9 block inactive.
COc1cccc(N2CC(C(=O)Nc3ccc(C(=O)OC(C)C)cc3)CC2=O)c1 (configuration not stated) was read as PolyA inh inactive, hERG protect -2, DYRK1A inh 7, KCNQ1 pot inactive, KCNQ1 block inactive, Platelet DG rel 2, KCNK3 block inactive, TRPC4 act inactive, TRPC4 potent inactive, TRPC4 inh inactive and KCNK9 block inactive.
For Cc1nc([N+](=O)[O-])cn1CCC#N the results were PolyA inh inactive, hERG protect 0, DYRK1A inh -6, KCNQ1 pot inactive, KCNQ1 block inactive, Platelet DG rel 0, KCNK3 block inactive, TRPC4 act inactive, TRPC4 potent inactive, TRPC4 inh inactive and KCNK9 block inactive.
O=C(O)c1cc(=O)c2cc(Cl)ccc2o1 was read as PolyA inh inactive, hERG protect -8, DYRK1A inh 11, KCNQ1 pot inactive, KCNQ1 block inactive, Platelet DG rel -6, KCNK3 block inactive, TRPC4 act inactive, TRPC4 potent inactive, TRPC4 inh inactive and KCNK9 block inactive.
`CCOC(=O)c1cccc(NC(=O)CSc2nnc(-c3ccoc3C)n2CCOC)c1` gave PolyA inh inactive, hERG protect 1, DYRK1A inh 7, KCNQ1 pot inactive, KCNQ1 block inactive, Platelet DG rel -1, KCNK3 block inactive, TRPC4 act inactive, TRPC4 potent inactive, TRPC4 inh inactive and KCNK9 block inactive.
`CCN(CC(=O)Nc1ccccc1C(F)(F)F)C(=O)CCS(=O)(=O)c1ccc(C)cc1` gave PolyA inh inactive, hERG protect -15, DYRK1A inh -4, KCNQ1 pot inactive, KCNQ1 block inactive, Platelet DG rel 1, KCNK3 block inactive, TRPC4 act inactive, TRPC4 potent inactive, TRPC4 inh inactive and KCNK9 block inactive.
CCOC(=O)c1c(NC(=O)CSc2nc3cc(Cl)ccc3s2)sc(C(C)=O)c1C was read as PolyA inh inactive, hERG protect -4, KCNQ1 pot inactive, KCNQ1 block inactive, Platelet DG rel -4, TRPC4 act inactive, TRPC4 potent inactive, TRPC4 inh inactive and KCNK9 block inactive.
Screening CCc1nnc(NC(=O)C2CCCN(c3nc(C)cc(C)n3)C2)s1 (configuration not stated) returned PolyA inh inactive, hERG protect -9, DYRK1A inh -5, KCNQ1 pot inactive, KCNQ1 block inactive, Platelet DG rel -3, KCNK3 block inactive, TRPC4 act inactive, TRPC4 potent inactive, TRPC4 inh inactive and KCNK9 block inactive.
`CCOC(=O)C1=C(C)N=C2SC(C)C(=O)N2C1c1ccc(C(=O)OC)cc1` (configuration not stated) gave PolyA inh inactive, hERG protect -6, DYRK1A inh -3, KCNQ1 pot inactive, KCNQ1 block inactive, Platelet DG rel 4, KCNK3 block inactive, TRPC4 act inactive, TRPC4 potent inactive, TRPC4 inh inactive and KCNK9 block inactive.
`COc1ccc(NC(=S)N(C(C)C)C2CCN(C(C)C)CC2)cc1Cl` gave PolyA inh inactive, hERG protect 0, KCNQ1 pot inactive, KCNQ1 block inactive, Platelet DG rel 2, TRPC4 act inactive, TRPC4 potent inactive, TRPC4 inh inactive and KCNK9 block inactive.
Cn1c(SCC(=O)NCc2ccccc2)nc2c([nH]c3ccccc32)c1=O was read as PolyA inh inactive, hERG protect -8, KCNQ1 pot inactive, KCNQ1 block inactive, Platelet DG rel -5, TRPC4 act inactive, TRPC4 potent inactive, TRPC4 inh inactive and KCNK9 block inactive.
OCCC1CN(Cc2cccn2-c2ncccn2)CCN1Cc1ccccc1 (configuration not stated) was read as hERG protect -17, DYRK1A inh -2, KCNQ1 pot inactive, KCNQ1 block inactive, Platelet DG rel -2, KCNK3 block inactive, TRPC4 act inactive, TRPC4 potent inactive, TRPC4 inh inactive and KCNK9 block inactive.
COC(=O)c1ccc(C2C(C(=O)c3ccco3)=C(O)C(=O)N2c2cc(C)on2)cc1 (configuration not stated) was read as PolyA inh inactive, hERG protect -9, DYRK1A inh -3, KCNQ1 pot inactive, KCNQ1 block inactive, Platelet DG rel -1, KCNK3 block inactive, TRPC4 act inactive, TRPC4 potent inactive, TRPC4 inh inactive and KCNK9 block inactive.
Screening COc1cc2ccccc2nn1 returned PolyA inh inactive, hERG protect -5, DYRK1A inh 6, KCNQ1 pot inactive, KCNQ1 block inactive, Platelet DG rel -16, KCNK3 block inactive, TRPC4 act inactive, TRPC4 potent inactive, TRPC4 inh inactive and KCNK9 block inactive.
Screening CCC(C)NC(=O)CN(c1cc(Cl)ccc1OC)S(C)(=O)=O (configuration not stated) returned PolyA inh inactive, hERG protect -8, DYRK1A inh -9, KCNQ1 pot inactive, KCNQ1 block inactive, Platelet DG rel 11, KCNK3 block inactive, TRPC4 act inactive, TRPC4 potent inactive, TRPC4 inh inactive and KCNK9 block inactive.
For COc1ccccc1N1Cc2ccc(OC)c(OC)c2C1=O the results were PolyA inh inactive, hERG protect -1, DYRK1A inh 2, KCNQ1 pot inactive, KCNQ1 block inactive, Platelet DG rel 0, KCNK3 block inactive, TRPC4 act inactive, TRPC4 potent inactive, TRPC4 inh inactive and KCNK9 block inactive.
`CCOC(=O)c1sc(N2C(=O)C(O)=C(C(=O)c3ccco3)C2c2cccc([N+](=O)[O-])c2)nc1C` (configuration not stated) gave PolyA inh inactive, hERG protect -11, DYRK1A inh 10, KCNQ1 pot inactive, KCNQ1 block inactive, Platelet DG rel 17, KCNK3 block inactive, TRPC4 act inactive, TRPC4 potent inactive, TRPC4 inh inactive and KCNK9 block inactive.
`Cc1scc(C(=O)NCc2ccco2)c1-c1ccccc1` gave PolyA inh inactive, hERG protect -11, DYRK1A inh -8, KCNQ1 pot inactive, KCNQ1 block inactive, Platelet DG rel -9, KCNK3 block inactive, TRPC4 act inactive, TRPC4 potent inactive, TRPC4 inh inactive and KCNK9 block inactive.
`COCC(C)NC(=O)Cc1ccc(Cl)cc1` (configuration not stated) gave PolyA inh inactive, hERG protect -2, DYRK1A inh 4, KCNQ1 pot inactive, KCNQ1 block inactive, Platelet DG rel 0, KCNK3 block inactive, TRPC4 act inactive, TRPC4 potent inactive, TRPC4 inh inactive and KCNK9 block inactive.
Screening Cc1onc(-c2ccccc2Cl)c1C(=O)NCCN1CCOCC1 returned PolyA inh inactive, hERG protect -4, DYRK1A inh 5, KCNQ1 pot inactive, KCNQ1 block inactive, Platelet DG rel 7, KCNK3 block inactive, TRPC4 act inactive, TRPC4 potent inactive, TRPC4 inh inactive and KCNK9 block inactive.
For COCCOC(=O)C1=C(C)NC(=S)NC1c1cccs1 (configuration not stated) the results were PolyA inh inactive, hERG protect -1, DYRK1A inh -26, KCNQ1 pot inactive, KCNQ1 block inactive, Platelet DG rel 14, KCNK3 block inactive, TRPC4 act inactive, TRPC4 potent inactive, TRPC4 inh inactive and KCNK9 block inactive.
COc1ccc(/C=C2/SC(c3ccc(C)cc3)=NC2=O)cc1OC was read as PolyA inh inactive, hERG protect -6, DYRK1A inh 2, KCNQ1 pot inactive, KCNQ1 block inactive, Platelet DG rel -47, KCNK3 block inactive, TRPC4 act inactive, TRPC4 potent inactive, TRPC4 inh inactive and KCNK9 block inactive.
`c1cnc(-c2noc(CN3CCN(C4CCCC4)CC3)n2)cn1` gave PolyA inh inactive, hERG protect -3, DYRK1A inh -4, KCNQ1 pot inactive, KCNQ1 block inactive, Platelet DG rel 0, KCNK3 block inactive, TRPC4 act inactive, TRPC4 potent inactive, TRPC4 inh inactive and KCNK9 block inactive.
O=C(CN(C(=O)CNS(=O)(=O)c1ccccc1)c1ccc(F)cc1)NCc1ccco1 was read as PolyA inh inactive, hERG protect -5, DYRK1A inh -1, KCNQ1 pot inactive, KCNQ1 block inactive, Platelet DG rel 4, KCNK3 block inactive, TRPC4 act inactive, TRPC4 potent inactive, TRPC4 inh inactive and KCNK9 block inactive.
Screening CC1(O)c2ccccc2C(=O)N1Cc1ccccc1 (configuration not stated) returned PolyA inh inactive, hERG protect -8, DYRK1A inh -1, KCNQ1 pot inactive, KCNQ1 block inactive, Platelet DG rel -13, KCNK3 block inactive, TRPC4 act inactive, TRPC4 potent inactive, TRPC4 inh inactive and KCNK9 block inactive.
Screening CC1CCN(C(=O)CSc2ccc(-c3ccc4c(c3)OCCO4)nn2)CC1 returned PolyA inh inactive, hERG protect -11, DYRK1A inh 0, KCNQ1 pot inactive, KCNQ1 block inactive, Platelet DG rel -5, KCNK3 block inactive, TRPC4 act inactive, TRPC4 potent inactive, TRPC4 inh inactive and KCNK9 block inactive.
CC(=O)Nc1ccc(S(=O)(=O)Nc2cccc3cccnc23)cc1 was read as PolyA inh inactive, hERG protect -10, DYRK1A inh 0, KCNQ1 pot inactive, KCNQ1 block inactive, Platelet DG rel 17, KCNK3 block inactive, TRPC4 act inactive, TRPC4 potent inactive, TRPC4 inh inactive and KCNK9 block inactive.

Arranged by molecular weight (largest number first): part of the list above
O=C(CN(C(=O)CNS(=O)(=O)c1ccccc1)c1ccc(F)cc1)NCc1ccco1 was read as PolyA inh inactive, hERG protect -5, DYRK1A inh -1, KCNQ1 pot inactive, KCNQ1 block inactive, Platelet DG rel 4, KCNK3 block inactive, TRPC4 act inactive, TRPC4 potent inactive, TRPC4 inh inactive and KCNK9 block inactive.
COc1ccc(/C=C2/SC(c3ccc(C)cc3)=NC2=O)cc1OC was read as PolyA inh inactive, hERG protect -6, DYRK1A inh 2, KCNQ1 pot inactive, KCNQ1 block inactive, Platelet DG rel -47, KCNK3 block inactive, TRPC4 act inactive, TRPC4 potent inactive, TRPC4 inh inactive and KCNK9 block inactive.
Screening CC1(O)c2ccccc2C(=O)N1Cc1ccccc1 (configuration not stated) returned PolyA inh inactive, hERG protect -8, DYRK1A inh -1, KCNQ1 pot inactive, KCNQ1 block inactive, Platelet DG rel -13, KCNK3 block inactive, TRPC4 act inactive, TRPC4 potent inactive, TRPC4 inh inactive and KCNK9 block inactive.

An excerpt; the hit share may differ from the screen's.
